From PubChem
ATXN2 expr inh: inhibitors of ATXN2 expression; HEK-293 ATXN2-luciferase reporter, luminescence, 24 h; Potency, µM (series often up to 57 µM), for inactives: at the highest dose activity change, negative = inhibition, usual class: inhibitors; actives 0.72% (n = 360,000); note: potency is the fitted concentration of half-maximal effect; % is set by controls: 0 for no effect and ±100 for the full control effect; nearly all actives have a fitted effect of over 55% in size
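qHTS (up to 57 uM final) was run with 24 h compound exposure of reporter cells at 37 °C. Each well was multiplexed: SteadyGlo luminescence measured ATXN2-luciferase expression after a fluorogenic Gly-Phe-AFC viability readout (25 uM final).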
A549 viability: A549 cytotoxicity, counter-screen for Nrf2 inhibitors | A549 ARE-Fluc cells, CellTiter-Fluor viability, 18-24 h | Potency, µM (top dose mostly 46 µM), inactives show top-dose activity change, negative = cytotoxicity, usual class: inhibitors | actives 0.16% (n = 390,000); note: potency is the fitted concentration of half-maximal effect; % is set by controls: 0 for no effect and ±100 for the full control effect
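A549 ARE-Fluc cells in 5% FBS OPTI-MEM, 5000 cells/well, rested 2 h then exposed to compounds in concentration-response for 18-24 h at 37 °C. Viability by CellTiter-Fluor fluorescence (Ex 405/Em 525) after 30 min; luciferase luminescence (BugLite, 15 min, RT) read afterwards.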
ATXN viability: cell viability loss in ATXN counter-screen. S2 cells (HEK-293 line with an ATXN2-luciferase reporter) viability, CellTiter-Fluor protease fluorescence, 24 h. Potency, µM (series often up to 56.7 µM), actives largely listed as cytotoxic. actives 0.49% (n = 400,000). AID 651635; note: potency is the fitted concentration of half-maximal effect; nearly all actives have a fitted effect of over 40% in size
Nrf2 block: blocks Nrf2 signaling. actives 2.1% (n = 360,000). Potency, µM (highest dose often 46 µM), for the others: at the highest dose activity change, negative = inhibition, hits mostly inhibitors. A549 ARE-Fluc reporter, luciferase luminescence, 18-24 h. AID 504444; note: potency is the fitted concentration of half-maximal effect; % is set by controls: 0 for no effect and ±100 for the full control effect; nearly all actives have a fitted effect of over 60% in size
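A549 ARE_Fluc cells, 5000/well, 5% FBS OPTI-MEM; compounds in dose-response, 18-24 h at 37 °C/5% CO2; CellTiter-Fluor viability read (Ex 405/Em 525), then BugLite luciferase luminescence = Nrf2 activity.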
MCF10A rereplic: DNA re-replication induction in MCF 10a cells | MCF 10A DNA re-replication, Hoechst nuclear intensity, 48 h | Potency, µM (highest dose often 46.1 µM), for inactives: at the top dose activity, positive = re-replication, actives largely listed as activators | actives 2.9% (n = 350,000) | AID 624296; note: potency is the fitted concentration of half-maximal effect; % of control where 0% means no effect; nearly all actives have a fitted effect of over 50% in size
TGFb inhibitor: blocks TGF-b signaling. actives 1.2% (n = 410,000). AID 588855. Potency, µM (highest dose often 46.1 µM), inactives show at the top dose activity, negative = inhibition, hits mostly inhibitors. HepG2 CAGA-GFP TGF-b/SMAD3 reporter, GFP fluorescence, 18 h; TGF-beta stimulated, 500 pg/mL final; note: potency is the fitted concentration of half-maximal effect; % is set by controls: 0 for no effect and ±100 for the full control effect; nearly all actives have a fitted effect of over 65% in size
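TGF-beta reporter screen: HEPG2 CAGA-GFP, 1% FBS, 500 pg/mL TGF-beta final, 18 h; per-cell GFP summed per well; curves fitted and categorized by class.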
IL1B secr inh: blocks inflammasome-driven IL-1 beta release; THP-1 LPS/ATP IL-1B secretion, AlphaLISA, 16 h; active compounds read low; activity change, % at 57.5 µM; actives 4.7% (n = 360,000); AID 743279; in the data active = activity change below about -50%; inconclusive = mostly about -30% to -49%; note: % is set by controls: 0 for no effect and ±100 for the full control effect
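THP-1 cells pretreated 1 hr with compounds (up to 57.5 uM final), then stimulated with LPS (250 ng/mL final) plus ATP (1.25 mM final); secreted IL-1B measured by AlphaLISA after 16 hr, decreased signal indicating inhibition.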
HepG2 tox: counter-screen for TGF-b inhibitors: cytotoxicity in HepG2 cells; HepG2 CAGA-GFP viability, ATP luminescence, 18 h; Potency, µM (highest dose often 46.1 µM), for the others: at the top dose activity change, negative = cytotoxicity, actives largely listed as cytotoxic; actives 0.76% (n = 410,000); note: potency is the fitted concentration of half-maximal effect; some results filed as inactive show a strong effect at the top dose
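HepG2 CAGA-GFP cells (1000/well, DMEM with 1% FBS) received compound, then TGF-beta at 500 pg/mL final, and were incubated 18 hours at 37 degrees C. Viability was read by CellTiter-Glo luminescence. Media-only wells were set as complete cell-killing and DMSO as no toxicity.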
Nrf2 activator: activators of Nrf2 (ARE) signaling | AREc32 ARE-luciferase reporter (MCF7-derived line), luminescence, 24 h | Potency, µM (top dose mostly 46.1 µM), inactives show at the highest dose activation, most hits filed as activators | actives 0.31% (n = 410,000) | AID 624171; note: potency is the fitted concentration of half-maximal effect; % of control where 0% means no effect; nearly all actives have a fitted effect of over 65% in size
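Quantitative high-throughput format: AREc32 reporter cells, 1000 per well, received compound by pin transfer and were incubated 24 hr at 37 deg C, 5% CO2, before Steady-Glo luminescence detection.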
An asterisk follows results filed as active; i = inactive; u = inconclusive; x = no result given; [ ] = remark or other dose. Unless noted, calls come from the whole dose curve; as a rule, active = well fitted curve in the direction sought with a large enough effect; inconclusive = small, poorly fitted or top-dose-only effect, or another doubt; inactive = no such curve, though single readings can be large; an effect the other way counts as inactive or inconclusive.

SMILES | ATXN2 expr inh | A549 viability | ATXN viability | Nrf2 block | MCF10A rereplic | TGFb inhibitor | IL1B secr inh | HepG2 tox | Nrf2 activator
O=C(Nc1ccccc1)c1cc(C2CCCCN2C(=O)CCc2ccccc2)on1 (stereo unspecified) | 17% | x | i | x | x | -7% | 9 | -27% | 3.9%
O=C(NC(=S)Nc1cccnc1)c1cc2ccccc2o1 | 39%[activator] | 0% | i | u | -3% | -2% | -4 | 5% | 3.2%
Cn1c(SCC(=O)N2CCCC2=O)nc2ccccc2c1=O | 6% | -9% | i | u | 2% | 27% | 17 | 11% | -0.2%
CC1CCCC2(C1)NC(=S)c1c(sc3c1CCCC3)N2 (stereo unspecified) | 66%[activator] | 5% | i | -6% | 14% | -4% | -2 | 0% | 9.2%
Cc1ccc(Cn2c(C)nc3c(c2=O)c2nc4ccccc4nc2n3Cc2ccco2)cc1 | -18% | -22% | i | u | u | -24% | -83* | -39% | 0.8%
O=C(Nc1ccccc1[N+](=O)[O-])C1(c2ccccc2)CCOCC1 | -2% | -2% | i | 4% | u | 10% | 7 | -37% | -0.4%
CCCn1c(N)c(C(=O)CN2CCN(S(=O)(=O)c3cccs3)CC2)c(=O)[nH]c1=O | 3% | -1% | i | 1% | 1% | -11% | -14 | -19% | -0.3%
O=C(CCS(=O)(=O)c1nc(-c2ccc3c(c2)OCO3)cc(C(F)(F)F)n1)Nc1ccccc1C(F)(F)F | 0% | 13% | i | 4%[9.27 µM] | x | u | x | -20% | -1.4%
CC(O)C(NS(=O)(=O)c1ccc2ccccc2c1)C(=O)OCC(=O)Nc1ccccc1OC(F)F (stereo unspecified) | 6% | 4% | i | 12% | 1% | -25% | -8 | -12% | 0.2%
Cn1c(NCCO)nc2c1c(=O)n(Cc1cccc(F)c1)c(=O)n2C | 7% | -5% | i | 4% | x | 14% | x | -2% | 0.3%
CCOc1cc(C)nc(NCCc2ccc(OC)c(OC)c2)n1 | -8% | 5% | u | 26µM* | 12% | -28% | -57* | -2% | 0.3%
Cc1ccc(C)c(S(=O)(=O)NCc2ccc(C(=O)N3CC(C)OC(C)C3)cc2)c1 (stereo unspecified) | -7% | -2% | i | -2% | 2% | -5% | 29 | 2% | -0.9%
COc1ccc(/C(O)=C2/C(=O)C(=O)N(CCN3CCOCC3)C2c2ccc(C)cc2)cc1 (stereo unspecified) | -2% | -1% | i | 5% | -4% | 4% | 0 | -19% | -0.1%
Cc1[nH]nc(SCC(=O)NCc2ccccc2)c1[N+](=O)[O-] | -10% | 0% | i | 11% | -7% | 3% | 27 | 1% | 0.0%
C[C@@H](NC(=O)c1ncn2c1C(=O)NC[C@@H]2C)c1ccccc1 | 12% | x | i | x | x | -4% | -22 | 12% | 0.1%
O=C(CCC1N=C2c3ccccc3N=C(SCc3cccc(Cl)c3)N2C1=O)NCCc1ccccc1 (stereo unspecified) | 1% | -4% | i | -27%[9.27 µM] | x | u | x | -32% | 0.2%
O=C(CSc1nc(O)cc(=O)n1-c1ccccc1)NC1CCCCC1 | 1% | 3% | i | x | 19% | 29% | -6 | 2% | 3.0%
CCOC(=O)N1CCN(Cc2nc3cc(NC(=O)CC(C)C)ccc3n2C)CC1 | x | 6% | i | 1% | u | 2% | 10 | 9% | -1.2%
COC(=O)c1ccc2c(c1)N(Cc1ccccc1)C(=O)c1ccccc1S2(=O)=O | x | 6% | x | x | x | u | x | -32% | 1.1%
C[C@H](NC(=O)OCc1ccccc1)C(=O)NNC(=O)[C@H](Cc1ccccc1)NC(=O)OC(C)(C)C | 7% | -5% | i | 2% | -12% | -29% | 7 | -10% | 0.1%
CC1(C(=O)NS(=O)(=O)c2cccc(F)c2)CCN1C(=O)Cc1cccs1 (stereo unspecified) | 5% | x | i | x | x | 11% | -8 | -1% | -0.1%[9.22 µM]
COc1cc2nc(NCc3ccccc3)n3nc(-c4ccccc4)nc3c2cc1OC | 9% | 0% | i | 10% | x | 22% | x | -1% | 0.0%
COC(=O)c1cc(C(=O)c2ccccc2)n2c(=O)/c(=C\N(C)C)sc12 | -4% | 2% | i | 4% | -9% | -2% | -6 | -3% | 0.4%
COCCN1C=C2C(=O)C(C)(OC(=O)CCc3ccccc3)C(=O)C=C2C=C1c1ccc(C#N)cc1 (stereo unspecified) | 2% | -7% | i | -4% | -4% | 1% | 24 | 5% | 1.0%
CCOc1cc(Cl)c(S(=O)(=O)n2cc(C)nc2CC)cc1Cl | x | -8% | x | 8.2µM* | x | -23% | x | -12% | 0.2%
COCCSc1ccccc1C(=O)Nc1ccc(Cl)cc1 | x | 15% | i | u | -2% | 0% | u | -7% | -0.1%
CC1=N/C(=C\c2ccc([N+](=O)[O-])cc2)C(=O)N1c1ccc(F)cc1F | 11% | -1% | i | u | 14% | -1% | 7 | -11% | -0.5%
Cc1c(/C=C(\C#N)C(=O)Nc2cccc(Cl)c2)c2ccccc2n1Cc1ccccc1 | 3% | u | i | 8.2µM* | x | -15% | x | 1% | 0.3%
CCn1c(COc2ccc(Cl)cc2Cl)nc2ccccc21 | 35% | 8% | i | 13% | x | 4% | x | -1% | 4.0%
CCOC(=O)c1cc(-c2ccc(C)o2)n[nH]1 | 25% | 0% | i | 8% | -1% | -3% | 14 | -8% | 0.1%

6 compounds from above, ordered by formula weight, high to low.
SMILES | ATXN2 expr inh | A549 viability | ATXN viability | Nrf2 block | MCF10A rereplic | TGFb inhibitor | IL1B secr inh | HepG2 tox | Nrf2 activator
COCCN1C=C2C(=O)C(C)(OC(=O)CCc3ccccc3)C(=O)C=C2C=C1c1ccc(C#N)cc1 (stereo unspecified) | 2% | -7% | i | -4% | -4% | 1% | 24 | 5% | 1.0%
Cc1c(/C=C(\C#N)C(=O)Nc2cccc(Cl)c2)c2ccccc2n1Cc1ccccc1 | 3% | u | i | 8.2µM* | x | -15% | x | 1% | 0.3%
COC(=O)c1ccc2c(c1)N(Cc1ccccc1)C(=O)c1ccccc1S2(=O)=O | x | 6% | x | x | x | u | x | -32% | 1.1%
CCOC(=O)N1CCN(Cc2nc3cc(NC(=O)CC(C)C)ccc3n2C)CC1 | x | 6% | i | 1% | u | 2% | 10 | 9% | -1.2%
CC1=N/C(=C\c2ccc([N+](=O)[O-])cc2)C(=O)N1c1ccc(F)cc1F | 11% | -1% | i | u | 14% | -1% | 7 | -11% | -0.5%
CCn1c(COc2ccc(Cl)cc2Cl)nc2ccccc21 | 35% | 8% | i | 13% | x | 4% | x | -1% | 4.0%

The listing continues.
SMILES | ATXN2 expr inh | A549 viability | ATXN viability | Nrf2 block | MCF10A rereplic | TGFb inhibitor | IL1B secr inh | HepG2 tox | Nrf2 activator
COc1ccc(CCNS(=O)(=O)c2ccc3[nH]c(=O)[nH]c3c2)cc1 | 4% | 2% | i | -11% | 0% | -5% | 8 | 2% | -0.4%
CC(=O)NNc1cc(N2CCOCC2)nc(N2CCOCC2)n1 | -14% | 4% | i | 9% | -9% | 24% | -9 | -35% | 0.3%
COc1ccc(C(=O)NCC(=O)OCCOc2ccc(Cl)cc2)cc1OC | 8% | -3% | i | -14% | 4% | 14% | -56* | 0% | -0.1%
Cc1ccc(-n2c(CCC(=O)O)ccc2-c2cccs2)cc1 | 39% | -2% | i | 11% | 4% | -3% | 11 | 4% | 19%
Cc1ccc(S(=O)(=O)N2CCCC2)cc1C(=O)NCc1ccccc1CN1CCCC1 | x | 3% | i | 6% | -2% | -7% | -13 | -38% | 0.1%
Nn1c(-c2ccccc2)cc(-c2ccccc2)cc1=O | 6% | 3% | i | 20% | 15% | 6% | -7 | 2% | 0.2%
COCCn1nnnc1C(c1cc2cc(C)cc(C)c2[nH]c1=O)N1CCN(c2ccccc2F)CC1 (stereo unspecified) | 6% | -9% | i | 3% | 2% | 0% | -4 | -5% | -0.2%
Cc1c(Cl)c([N+](=O)[O-])nn1CC(=O)N1CCN(Cc2ccccc2)CC1 | 6% | -7% | i | 4% | -7% | 10% | -1 | 6% | 0.0%
Cc1cc(C=C(C#N)C#N)c(C)n1-c1ccccc1 | 40%[activator] | -8% | i | u | u | -10% | 6 | 0% | 0.4%
Cn1c(=O)c2c(nc(NCc3ccco3)n2CC(O)COc2ccccc2)n(C)c1=O (stereo unspecified) | 4% | -11% | i | -17% | 2% | -25% | -22 | -27% | 3.5%
O=C(NCc1ccccn1)c1nc(Cn2ccc([N+](=O)[O-])n2)no1 | -1% | -5% | i | 5% | -1% | -8% | 14 | 3% | -0.6%
CN(C(=O)c1cccc(NC(=O)Cc2ccc(NC(=O)C3CCCN(S(=O)(=O)c4cccc([N+](=O)[O-])c4)C3)cc2)c1)C1CCCC1 (stereo unspecified) | 3% | -6% | i | u | 10% | u | -3 | 1% | 3.4%
CC(=O)c1cccc(N(C(=O)c2csnn2)C(C(=O)NC2CCCC2)c2ccccc2)c1 (stereo unspecified) | 29% | -5% | i | -3% | 4% | -17% | 26 | 4% | -0.1%
COc1cccc(-c2cccc(NC(=O)C3CCN(Cc4cccc(C)n4)CC3)c2)c1 | -2% | -3% | i | 10% | u | 0% | -9 | 14% | -0.7%
